Screens deposited in PubChem BioAssay by several laboratories.
hgDAF-12 ag: hgDAF-12 agonism, primary luciferase screen; HEK293 GAL4-hgDAF12 UAS-luciferase reporter, agonist luminescence; normalized to butyrate control; activation, % at 6.8 µM; 1.8% of 370,000 active; AID 687014;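 active = activation above a cutoff set at the mean of all screened compounds plus 3 SD, cut at about 10% in these data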;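 note: 0% = DMSO wells and 100% = sodium butyrate wells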
DAX1 inh-1: inhibitors of DAX1 repression of SF-1 activated StAR promoter; AID 652010; 1.1% of 370,000 active; inhibition, % at 6.8 µM; HEK293T StAR-luciferase reporter, SF-1/DAX-1 repression relief;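 active = inhibition above the mean over all tested compounds plus 3 SD, cut at about 3.6% in these data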;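 note: 0% = DAX-1 cells with DMSO and 100% = cells lacking DAX-1 with DMSO; higher inhibition means more luminescence from relief of DAX-1 repression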
hcDAF12 agonist: activates DAF-12 receptor from parasite H. contortus; HEK293 hcDAF-12 lit1-tk-luc reporter, luminescence; 0% DMSO, 100% Δ7-dafachronic acid; activation, % at 6.8 µM; 1.4% of 370,000 active; AID 652067;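 active = activation above the mean of all tested compounds plus 3 SD, cut at about 5.5% in these data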;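 note: 100% = response to 3 µM Δ7-dafachronic acid high control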
NR1D1 modulator: modulators of human Rev-erb alpha DNA binding; 0.79% of 370,000 active; AID 1259318; activity, % at 10 µM; Rev-erbα–FITC-DNA binding, fluorescence polarization, 90 min; P20393;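 active = activity above about 14%, limit read from the data; passing the limit was not always enough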;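 note: 0% = DMSO wells with 35 nM protein and 100% = DMSO wells with 750 nM protein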
PLC-beta3 inh: PLC-beta3 (human) inhibition, primary screen. Purified PLC-beta3, fluorogenic substrate, fluorescence. Q01970. 0.18% of 370,000 active. inhibition, % at 12.2 µM; in the data active = inhibition above about 11%;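 note: 0% = median of compound wells on plate and 100% = full blocker control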
SMARCA2 act: SMARCA2 function activation, primary screen; AID 652017; activation, % at 9.1 µM; 1% of 370,000 active; MG213 cells, MMTV-luciferase reporter, dexamethasone, overnight; in the data active = activation above about 7.8%;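 note: 0% = vehicle wells and 100% = reference activator wells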
PLC-gamma1 inh: blocks human PLC-gamma1 enzyme activity | P19174 | 0.84% of 370,000 active | AID 720700 | inhibition, % at 12.2 µM | purified PLC-gamma1, fluorogenic substrate, fluorescence; in the data active = inhibition above about 9.5%
DAX1 inh-2: inhibits human nuclear receptor DAX1. AID 504766. inhibition, % at 6.75 µM. 0.99% of 340,000 active. P51843. HEK293 Gal4-DAX1 luciferase reporter, luminescence;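 active = inhibition above the mean over all tested compounds plus 3 SD, cut at about 4.2% in these data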;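 note: 0% = DAX1-transfected cells with DMSO and 100% = empty-vector control cells with DMSO; inhibition shows as a rise in luminescence from relieved DAX1 repression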
Target sequence (P51843 207-470 limits assumed): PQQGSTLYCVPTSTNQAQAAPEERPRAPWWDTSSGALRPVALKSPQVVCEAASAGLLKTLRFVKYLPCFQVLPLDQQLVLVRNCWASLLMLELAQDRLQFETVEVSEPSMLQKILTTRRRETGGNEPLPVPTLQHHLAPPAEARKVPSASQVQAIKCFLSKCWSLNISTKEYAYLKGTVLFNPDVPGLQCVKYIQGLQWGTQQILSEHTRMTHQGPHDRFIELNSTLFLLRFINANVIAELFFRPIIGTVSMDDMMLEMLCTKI
MBD2 DNA inh: inhibitors of human MBD2 binding to methylated oligonucleotide. Q9UBB5. TR-FRET. inhibition, % at 4.4 µM. 0.31% of 370,000 active. AID 686964; in the data active = inhibition above about 13%
ssDAF12 agonist: activates DAF-12 receptor from parasite S. stercoralis. HEK293 ssDAF-12/GRIP1 lit1-tk-luc reporter, luminescence; % of 3 µM dafachronic acid response. activation, % at 6.8 µM. 1% of 370,000 active. AID 652126;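 active = activation above the mean over all tested compounds plus 3 SD, cut at about 0.9% in these data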;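 note: 0% = DMSO-only wells and 100% = 3 µM delta7-dafachronic acid wells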
ADAM17 inh: inhibits human ADAM17. P78536. recombinant ADAM17, EDANS/DABCYL FRET peptide cleavage. inhibition, % at 6.95 µM. 0.83% of 370,000 active. AID 720648;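 active = inhibition above the mean of compounds lying between control limits plus 3 SD, set per campaign, cut at about 8.5% in these data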;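 note: 0% = DMSO-only wells as the low control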
Target sequence (P78536 215-824 limits assumed): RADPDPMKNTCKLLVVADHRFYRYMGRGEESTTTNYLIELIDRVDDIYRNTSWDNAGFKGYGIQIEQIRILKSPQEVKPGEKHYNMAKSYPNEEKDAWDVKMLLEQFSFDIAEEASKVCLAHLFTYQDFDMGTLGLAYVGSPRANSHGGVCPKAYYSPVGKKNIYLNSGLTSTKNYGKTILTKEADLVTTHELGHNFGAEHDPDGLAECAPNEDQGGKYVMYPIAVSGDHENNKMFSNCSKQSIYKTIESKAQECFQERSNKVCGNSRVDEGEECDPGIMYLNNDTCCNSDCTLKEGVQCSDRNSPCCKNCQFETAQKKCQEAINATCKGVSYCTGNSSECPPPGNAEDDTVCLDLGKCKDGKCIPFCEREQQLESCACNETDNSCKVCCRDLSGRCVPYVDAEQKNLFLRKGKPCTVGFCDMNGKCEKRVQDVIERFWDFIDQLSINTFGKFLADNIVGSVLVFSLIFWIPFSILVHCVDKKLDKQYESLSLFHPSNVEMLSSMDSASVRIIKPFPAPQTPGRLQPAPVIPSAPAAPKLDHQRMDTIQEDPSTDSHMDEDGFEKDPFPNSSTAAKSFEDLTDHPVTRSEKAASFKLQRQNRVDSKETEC
Active calls of the source: *; / = no result given.

Each structure is followed by: hgDAF-12 ag	DAX1 inh-1	hcDAF12 agonist	NR1D1 modulator	PLC-beta3 inh	SMARCA2 act	PLC-gamma1 inh	DAX1 inh-2	MBD2 DNA inh	ssDAF12 agonist	ADAM17 inh
Cc1nc(NCCN2CCOCC2)c2nnn(Cc3ccccc3Cl)c2n1
→ 0.1	-1.0	-1.0	-5	2	-3	1	-1.5	-3	-1.5	-2
C[C@@H]1CN([C@H](C)CO)C(=O)CCCn2cc(nn2)CO[C@H]1CN(C)C(=O)NC1CCCCC1
→ 0.8	0.5	-1.0	6	2	-5	1	0.4	-3	-1.1	1
COc1ccc(CCNc2cc(C)nc3c(-c4ccccc4)c(C)nn23)cc1OC
→ -3.8	-0.7	-1.6	2	-83	-2	-73	-0.5	0	-1.6	-11
CCn1c(-c2cc(-c3cc(OC)ccc3OC)nc3ccccc23)n[nH]c1=S
→ -1.5	0.2	-0.7	-6	-209	-5	-114	0.5	-11	-1.1	-27
CCC(=O)N1N=C(c2ccc(NS(=O)(=O)c3ccc(C)cc3)cc2)CC1c1ccco1 (stereo unspecified)
→ -1.6	-2.0	-1.9	8	-30	-3	-21	-0.7	-5	-1.6	4
CCSc1nnc(NC(=O)c2nc(-c3ccccc3)n(-c3ccccc3)n2)s1
→ 1.2	-0.5	1.3	-3	-33	-2	-28	0.7	1	-1.3	-4
CCN(CC)C(=O)C1CCC(C)(C(=O)O)C1(C)C (stereo unspecified)
→ 0.5	0.4	-1.3	3	-1	-3	-3	0.6	3	-0.8	-6
COc1cccc(-c2cnc3c(NC(C)=O)cc(-c4ccsc4)cn23)c1
→ 0.5	0.2	0.1	-3	-51	0	-39	/	-3	-1.6	-15
OCCC1CN(Cc2cnn(-c3ccccc3Cl)c2)CCN1Cc1ccsc1 (stereo unspecified)
→ -0.7	1.0	-0.6	3	-3	6	1	0.1	-3	-1.7	-3
CCCCOCCCNC(=O)C[C@H]1C[C@@]2(C(=O)OC)C(=C[C@H](COCc3ccccc3)O[C@@H]2C)N(Cc2ccco2)C1=O
→ 4.6	-1.9	0.6	-4	-2	1	-1	/	3	-1.3	-1
COc1ccc(S(=O)(=O)NCC2CCC(C(=O)NCc3ccc(F)cc3)CC2)cc1 (stereo unspecified)
→ 1.5	0.2	0.2	-3	-6	-2	1	0.2	0	-1.5	-4
O=C(N1CCN(c2ccc(F)cc2)CC1)C12CC3CC(CC(C3)C1)C2
→ -2.2	0.6	-2.0	-1	2	0	2	-0.7	0	-1.5	-3
O=C(Nc1nc(-c2nc3ccccc3s2)cs1)C1CC1
→ 23*	8.8*	4.9	-1	-23	2	-11	1.1	-7	0.0	-9
CC[C@H](C)[C@@H](CN[C@H](C)CNC)NCCC(c1ccccc1)c1ccccc1
→ -2.3	-0.4	-0.7	-4	1	-1	5	-0.7	3	-1.4	-1
CCNC(=S)N/N=C(\C)c1ccco1
→ 1.7	0.3	-0.6	1	2	-2	1	0.5	1	-1.0	-1
O=[N+]([O-])c1ccccc1-n1cnc2ccccc21
→ 2.2	-0.1	-1.1	-3	2	0	2	1.7	-5	-1.7	0
COc1ccc(Nc2nc3ccccc3nc2C)cc1
→ 0.3	-0.7	-1.9	-2	-10	1	-7	-1.6	-5	-0.8	0
COc1ccc(N2CCN(S(=O)(=O)c3cc4c(cc3C)N(C(C)=O)CCO4)CC2)cc1
→ -0.8	-1.2	0.0	-4	-1	-2	2	-0.4	-4	-1.5	3
O=C(c1ccccc1F)N1CCCC(N2CCN(Cc3ccc4c(c3)OCO4)CC2)C1 (stereo unspecified)
→ -0.2	-1.6	-2.1	-10	1	-3	0	-0.8	6	-1.3	-4
CS(=O)c1ccccc1-c1nc(-c2ccc([N+](=O)[O-])cc2)no1 (stereo unspecified)
→ -1.1	0.4	-0.2	3	-3	-4	6	-0.4	6	-1.3	11*

A section taken from the entries so far, as a working copy:
Each structure is followed by: hgDAF-12 ag	DAX1 inh-1	hcDAF12 agonist	NR1D1 modulator	PLC-beta3 inh	SMARCA2 act	PLC-gamma1 inh	DAX1 inh-2	MBD2 DNA inh	ssDAF12 agonist	ADAM17 inh
COc1ccc(Nc2nc3ccccc3nc2C)cc1
→ 0.3	-0.7	-1.9	-2	-10	1	-7	-1.6	-5	-0.8	0
COc1ccc(N2CCN(S(=O)(=O)c3cc4c(cc3C)N(C(C)=O)CCO4)CC2)cc1
→ -0.8	-1.2	0.0	-4	-1	-2	2	-0.4	-4	-1.5	3

(continued)
Each structure is followed by: hgDAF-12 ag	DAX1 inh-1	hcDAF12 agonist	NR1D1 modulator	PLC-beta3 inh	SMARCA2 act	PLC-gamma1 inh	DAX1 inh-2	MBD2 DNA inh	ssDAF12 agonist	ADAM17 inh
CCNC(=S)N/N=C/c1c(C)nn(-c2cccc(Cl)c2)c1Cl
→ 0.8	-0.3	-0.2	0	1	-1	3	-1.4	0	-1.3	0
Cc1n(CC(=O)c2ccc(F)cc2)c2ccccc2[n+]1C
→ 1.5	-0.9	2.0	2	0	-3	-2	0.2	-5	-0.9	-2
Cc1cc(Cl)c(OCCCn2ccnc2)c(Br)c1
→ -0.1	-0.5	-0.7	0	2	1	6	0.3	0	-0.9	0
CCCNC1=CC(=O)CC(C)(C)C1
→ 0.2	-0.4	0.2	0	-2	-4	-4	1.0	1	-1.3	-5
O=C1C=CC(=Nc2ccc(F)cc2)O1
→ 0.2	-0.9	0.7	1	-5	-2	1	-0.8	0	-0.4	-2
CCCCCCn1c(CN2CCCC(C)C2)nc2c1c(=O)n(C)c(=O)n2C (stereo unspecified)
→ -0.6	-0.6	-0.7	-2	0	0	0	-0.5	0	-1.0	-2
CC1CN(CCS(=O)(=O)c2cc(Cl)ccc2Cl)CC(C)O1 (stereo unspecified)
→ -0.8	-0.3	-2.0	-1	-7	3	0	-0.8	2	-1.1	-4
NC(=O)Oc1cccc(OC(N)=O)c1
→ 1.1	0.1	-0.6	2	-2	1	-1	-0.4	1	-1.2	1
Cc1ccccc1C(=O)Nc1ccc(S(=O)(=O)N2CC(C)OC(C)C2)cc1 (stereo unspecified)
→ -2.5	-0.8	-2.3	7	-4	-2	-4	1.0	2	-0.6	-3
CN(C)C(=O)c1cc(C(=O)c2c(F)cccc2F)c[nH]1
→ -1.4	-0.2	0.1	7	-6	-2	1	0.2	1	-1.4	-3
CC(=O)Nc1ccc(S(=O)(=O)N2CCNC(=O)CC2)cc1
→ -3.4	-0.3	-0.9	2	3	-2	0	1.7	-1	-1.0	-1
CCCc1cc(=O)[nH]c(SCC(=O)c2cc(C)n(C)c2C)n1
→ 0.6	0.0	-0.6	-3	-6	1	-6	-0.3	-3	-1.0	-1
COC(=O)[C@]12C[C@H](CC(=O)NCc3ccc(OC)c(OC)c3)C(=O)N(Cc3ccc(Cl)cc3Cl)C1=C[C@H](COCc1ccccc1)O[C@@H]2C
→ 0.5	-1.3	-0.3	1	1	-2	-1	/	3	-1.2	-1
CCOC(=O)/C=C/c1ccc(C(F)(F)F)cc1S(=O)(=O)NC(C)(C)C
→ 0.1	-0.4	-3.4	3	-3	1	-1	1.4	-5	-1.4	2
CN(CC(=O)NC1CC1)S(=O)(=O)c1ccc(F)cc1
→ -0.9	1.3	-0.8	5	-4	-4	1	1.2	4	-1.0	-5
CCOc1ccccc1N1CCN(C(=O)CCCc2nc3ccccc3s2)CC1
→ 0.1	-0.8	-3.0	-4	-3	-3	4	0.2	9	-1.0	0
CN(Cc1ccccc1)C(=O)c1ccc([N+](=O)[O-])o1
→ -5.2	-1.7	-0.2	-3	4	-1	3	-0.7	-2	-0.8	1
COC(=O)[C@H]1C[C@@]2(C#N)c3ccccc3N(C(=O)OC(C)(C)C)[C@H]2N1C(=O)OC(C)(C)C
→ 1.1	0.4	-1.5	5	2	7	0	/	-7	-1.1	1
O=C(C1CCCCC1C(=O)N1CCCCC1)N1CCCCC1 (stereo unspecified)
→ 2.9	-0.9	-0.8	4	5	-2	-1	1.1	-3	-0.8	-3
CCOc1cc(/C=N\Nc2ncc(F)c(N3CCOCC3)n2)ccc1Oc1nc(Cl)ncc1F
→ -4.3	-1.3	-4.5	4	-6	-3	-4	-6.6	0	-2.6	-3
COc1ccccc1CNC(=O)CCNC(=O)Cn1cnc2ccccc2c1=O
→ -2.4	-0.5	-0.6	2	-1	-3	2	0.2	5	-1.2	0
COc1ccccc1CCNC(=O)CCn1nc(C)c2c(C)n(-c3ccccc3)nc2c1=O
→ 1.8	0.3	-2.0	0	-4	-2	3	0.2	2	-1.0	-1
O=C(NC(=S)NCc1ccccc1)c1cccc([N+](=O)[O-])c1
→ -1.1	-1.6	-1.3	-7	-6	-1	3	0.5	-2	-1.4	-1
Cc1ccc(NC(=O)c2ccccc2OCc2c(C)noc2C)cc1S(=O)(=O)N(C)C
→ -3.0	-1.6	-1.3	-8	-4	0	-3	0.3	0	-1.3	-2
C=CCn1c(SCC(=O)NC2CCS(=O)(=O)C2)nc2sc(CC)cc2c1=O (stereo unspecified)
→ 2.4	0.4	-1.0	-6	2	2	3	1.6	0	-1.0	1
COc1cc(/C=N/n2c(C)nnc2C)cc(OC)c1OC
→ 1.0	0.3	-0.6	1	-2	1	1	1.4	-4	-1.0	-5
O=S(=O)(Oc1ccccc1)c1cccnc1
→ 0.6	0.7	-0.2	3	-5	0	2	3.1	5	-1.1	-2
COc1cccc(OC)c1C(=O)Nc1cccc(NC(=O)c2cccs2)c1
→ -3.2	-0.6	-1.8	6	-6	2	0	-1.1	1	-1.0	-2
CS(=O)(=O)Nc1ccccc1C(=O)Nc1cccc(Cl)c1
→ 0.0	-1.0	-3.0	-6	-43	-5	-44	-1.2	0	-1.8	-12
NC(=O)c1ccccc1NC(=O)CC12CC3CC(CC(C3)C1)C2
→ -3.0	-0.9	-2.6	3	-9	0	-7	-3.7	2	-0.9	0
O=C1c2cnc3nc(SCc4ccc(Cl)cc4)nn3c2CC2c3ccccc3CCN12 (stereo unspecified)
→ 0.6	0.8	-0.7	21	0	-2	4	0.5	-5	-1.4	-6
CN(C)CCCN(C(=O)c1ccc(Cl)s1)c1nc2cc3c(cc2s1)OCO3
→ 2.3	2.2	4.6	1	-22	0	-7	1.4	2	0.2	-1
COc1ccc(C2C(C)C3(O)CC(C#N)(C(=O)N3)C2(C#N)C#N)cc1 (stereo unspecified)
→ 0.6	0.1	-0.2	2	-3	7	2	3.0	-5	-0.7	0
CC(=O)N(c1ccc(Cl)cc1)c1c[nH]c2ccccc12
→ 2.3	-0.2	0.1	-1	0	-3	-2	-0.6	3	-1.2	-2
Cc1ccc(-c2nnc(SCC(=O)NNC(=S)Nc3ccccc3)n2C2CCCCC2)cc1
→ -0.1	-0.3	-1.6	-2	0	-4	1	/	-6	-1.3	0
Cc1c(Cl)cnc(NC(=O)CSc2nnc(C)n2Cc2ccccc2)c1Cl
→ 0.3	0.4	-2.2	7	2	0	-2	0.6	-8	-0.6	-3
Cc1cc(C)c2c(n1)nn1c(N3CCN(Cc4ccccc4)CC3)cc(C)nc21
→ -1.2	0.0	-1.1	-3	-370	-1	-299	-0.5	-1	-1.1	-400
Cc1ccccc1C(=O)c1cccn1CC(=O)NCC(C)c1ccccc1 (stereo unspecified)
→ 1.5	-0.4	-1.8	8	-8	1	0	0.9	1	-0.9	1
COc1cc(CC(=O)OCC(=O)N2CCCCC2)cc(OC)c1OC
→ 1.6	0.0	-1.0	-1	6	-1	3	0.3	0	-1.4	1
Cc1cc(C(=O)Nc2nnc(C3CC3)s2)c(C)s1
→ 8.7	3.0	3.3	7	-5	7	6	1.1	0	-0.4	-1
